Screening data: PubChem BioAssay, National Center for Advancing Translational Sciences (NCATS)
KDM5B inhibitor – Primary screen for KDM5B Histone Demethylases FDH-coupled qHTS; KDM5B demethylase, FDH-coupled NADH fluorescence (FDH is formaldehyde dehydrogenase); Potency, µM (series often up to 57.7 µM), without a hit: at the top dose activity change, negative = inhibition, hits mostly inhibitors; 2.6% of 220,000 active; AID 1347165, 2019; active = well fitted inhibition curve with a large enough effect; inconclusive = small, poorly fitted or top-dose-only effect; inactive = no such curve, though single readings can be large or run the other way; note: 0% is about no effect; nearly all actives have a fitted effect of over 70% in size
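Measured: NADH fluorescence change, 30 min, RT. System: KDM5BΔAP 200 nM final, H3K4me3 peptide, α-KG, Fe(II), ascorbate, NAD⁺ plus FDH, pH 7.5 HEPES. Compounds: titrated, 10 min pre-incubation with enzyme.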
* marks the source's active call; other numbers are inactive results; ? = inconclusive; & = joins results of further samples; [ ] = dose if it differs, or a comment. Potency is the fitted concentration of half-maximal effect. Only part of the results is shown, so the mix of outcomes need not match the whole.

SMILES	KDM5B inhibitor
COCCN1CCN(C(=O)C2CCC(=O)N(Cc3ccccc3F)C2)CC1 (stereo not given)	25%
COc1ccc(NC(=O)C(C)Sc2ncnc3c2sc2nc4c(cc23)COC(C)(C)C4)cc1 (stereo not given)	-30%
Cc1ccc(NC(=O)Cn2c(-c3nonc3N)nc3ccccc32)c(Br)c1	-5%&12%
CCc1noc(-c2cn(C3CCN(C(=O)c4cccc(C(F)(F)F)c4)C3)nn2)n1 (stereo not given)	10%
Cc1cc(C)c2oc(-c3ccc(Cl)c(NC(=O)c4cccs4)c3)nc2c1	?
CCN(CC)C(=O)Cn1c(=O)n(-c2ccc(C)c(C)c2)c(=O)c2c(C)c(C(=O)N(CC)CC)sc21	-18%
Cc1cc(C(=O)Cn2c(Cl)nc3c2c(=O)n(C)c(=O)n3C)c(C)n1Cc1ccc(F)cc1	26%
Cn1c(=O)c2c(ncn2CCC(=O)N(Cc2ccc(F)cc2)C2CC2)n(C)c1=O	11%
CCc1noc(-c2cn(C3CCN(C(=O)c4sccc4C)CC3)nn2)n1	-15%
Cc1ccc(OCC(=O)OCC(=O)c2ccc3c(c2)OCCO3)cc1	16%
O=C(Cn1ccn2nc(-c3ccc(F)cc3)c(CO)c2c1=O)NCc1ccccc1Cl	28µM*
COCCN1CCC(N2CCN(S(=O)(=O)c3cc(F)ccc3C)CC2)C1=O (stereo not given)	-11%
CN(CC1CCCN(CCc2ccc(Cl)cc2)C1)C(=O)c1ccc(-n2cnnn2)cc1 (stereo not given)	7%
O=C(c1cccc(F)c1)N1CCCC2(C1)NC(=O)N(Cc1ccc(Cl)cc1)C2=O (stereo not given)	-11%
CCN(C(=O)COC(=O)CSc1ccc(C)c(C)c1)C1CCS(=O)(=O)C1 (stereo not given)	-5%
O=C(O)CCC(NC(=O)C(c1ccccc1)c1ccccc1)C(=O)O (stereo not given)	-1%
Cc1c(Cl)cccc1NC(=O)N1CCC(CN2CCCC2)CC1	-13%
COC(=O)c1c(C)oc2c1cc(NS(=O)(=O)c1ccc(OC)cc1)c1ccccc12	8%
Cc1ccc(CNc2nc3ccccc3n3c(C)nnc23)cc1	-15%
Cc1ccc(CC2CCOC3(CCN(C(=O)c4cccs4)CC3)C2)cc1 (stereo not given)	4%
O=c1n(-c2ccc([N+](=O)[O-])cc2)nc2n1CCN(CC1CC1)C2	?
CC(NC(=O)C1CCN(c2ccc(C#N)cn2)CC1)c1ccccc1F (stereo not given)	11%
CCc1ccc(NC(=O)CC2C(=O)NCCN2C(=O)c2ccccc2OC)cc1 (stereo not given)	28%&-26%
O=C(c1ccccc1)N1CCC2(CC1)CC(c1cccnc1)=NO2	3%&-15%[86.2 µM]
COc1ccc(C(C)NC(=O)c2cc3c(N4CCSCC4)nc(C)cn3n2)cc1OC (stereo not given)	6.3µM*
COc1ccc(OC)c(NC(=O)Cn2ccc3ccccc32)c1	10%
CCCNC(=O)C(NC(=O)CC(C)C)C1CCN(C(=O)c2ccc(Cl)cc2)CC1 (stereo not given)	4%
CNC(=O)CN(C)C(=O)[C@@H]1CN(c2ncccn2)C[C@H]1COC	?
O=C(NC1CC1)c1cc(-c2ccccn2)nc2cc(F)ccc12	-14%
Cc1noc(-c2cccn3c(CNC(=O)c4ccoc4)nnc23)n1	28µM*
CC(Oc1ccc(Oc2ccccc2)cc1)C(N)=O (stereo not given)	?
Cn1c(SCC(=O)Nc2ccccc2Cl)nnc1C1CC1	-3%
Cc1nc2ccc(C(=O)OCC(=O)NC(=O)NC(C)C)cc2nc1C	8%
COc1ccccc1NC(=O)Cn1cnc2c(nnn2Cc2ccc(F)cc2)c1=O	12%
O=C(C1CCCC1)N1CCC(C2CCN(Cc3cccc(F)c3F)CC2)C1 (stereo not given)	-2%
COc1ccc2nc(N(Cc3cccnc3)C(=O)CCc3ccccc3)sc2c1	-17%
CN(C)c1ccc(C(N)=S)cc1	11%
Cn1ccc(C(=O)NCc2nnc3n2C(C(=O)NCc2ccc(F)cc2)CC3)n1 (stereo not given)	1%[115 µM]
Cc1noc(C)c1-c1cc2cc(CN(C)C)oc2c(Nc2ccncn2)n1	9%[86.2 µM]
Cn1cc(C(=O)NC2CCN(Cc3noc(C(C)(C)C)n3)CC2)cn1	26%
Cc1cc(Br)cc(Br)c1OCC(=O)NNC(=O)Nc1ccccc1	28%
Cc1ccc(NC(=O)Nc2cccn3nc(C)nc23)cc1	-23%
O=C(CC1C=CCC1)NCCN1CCCCCC1 (stereo not given)	?
COc1cc(C2CC(=O)Nc3c2c(=O)[nH]c2ncnn32)ccc1O (stereo not given)	-15%
O=C(c1ccccc1F)N1CCCCCC1c1nnc(-c2ccccc2)o1 (stereo not given)	?
O=C(Nc1cccc(C(F)(F)F)c1)N[C@H]1CO[C@H]2[C@@H]1OC[C@@H]2Nc1nccc(C2CCCC2)n1	?
CC1Nc2ccccc2NC2=C1C(=O)CC(C)(C)C2 (stereo not given)	9%
COc1ccc(C(=O)N2CCCC(n3cc(-c4nc(-c5ccccc5)no4)nn3)C2)cc1F (stereo not given)	-8%
CCOC(=O)C1CCN(c2cc3c(cc2NC(=O)c2ccc(Cl)cc2)n(C)c(=O)n3C)CC1	10%
COc1cc(NC(=O)NCc2ccc(F)c(C)c2)cc(OC)c1OC	12%
CC(=O)N1C[C@@H]2CCCN3CCC[C@@H]([C@H]23)[C@H]1CCCC(=O)NCCN(C)C	28µM*
CN(C)C(=O)c1cc(-c2ccccc2F)cc2c1OCCN2Cc1cccnc1	-15%[86.2 µM]
CCOC(=O)c1ccc(NC(=O)c2cn(-c3ccccc3)nc2-c2ccc(OC)c(OC)c2)cc1	?
CCNC(=O)C1CCN(S(=O)(=O)c2ccc3c(c2)CCCN3C(C)=O)CC1	18%
CC(NC(=O)COc1ccc(Br)cc1)c1nc2ccccc2[nH]1 (stereo not given)	-11%
COc1ccc(-c2c(C#N)c(SCC(=O)Nc3ccc(Br)cc3)nc(C)c2C(=O)Nc2ccccc2)cc1	?
COc1c(C)cccc1C(=O)N1CCOC(c2ccc(Cl)c(Cl)c2)C1 (stereo not given)	-19%
CC(C)c1ccc(NC2CCCN(C(=O)c3cccnc3)C2)cc1 (stereo not given)	?
COCCn1ncc(N2CCC(NC(=O)c3ccc4c(c3)OCO4)CC2)cc1=O	21%
Cn1c(SCC(=O)N2CCCC2)nnc1-c1ccc2c(c1)OCO2	24%

A second format for part of the listing above:
KDM5B inhibitor	Compound
-14%	O=C(NC1CC1)c1cc(-c2ccccn2)nc2cc(F)ccc12
28µM*	Cc1noc(-c2cccn3c(CNC(=O)c4ccoc4)nnc23)n1
?	CC(Oc1ccc(Oc2ccccc2)cc1)C(N)=O (stereo not given)
-3%	Cn1c(SCC(=O)Nc2ccccc2Cl)nnc1C1CC1
8%	Cc1nc2ccc(C(=O)OCC(=O)NC(=O)NC(C)C)cc2nc1C
12%	COc1ccccc1NC(=O)Cn1cnc2c(nnn2Cc2ccc(F)cc2)c1=O
-2%	O=C(C1CCCC1)N1CCC(C2CCN(Cc3cccc(F)c3F)CC2)C1 (stereo not given)

Carrying on:
SMILES	KDM5B inhibitor
O=C(Nc1ccccc1)c1nc2ccccc2nc1N1CCOCC1	2%
Cc1ccc(C2(c3noc(CN(C)Cc4ccc(C)o4)n3)CCCC2)cc1	7%
CCOC(=O)C1=CN(CC(=O)Nc2ccccc2C(F)(F)F)S(=O)(=O)N=C1C	19%
Cc1nncn1C1CCN(S(=O)(=O)c2ccc(F)c(F)c2)CC1	11%
O=C(CN1C(=O)NC2(CCc3ccccc32)C1=O)Nc1ccc(Br)cc1F (stereo not given)	-9%
O=C(CSc1cn(CC(=O)N2CCCCC2)c2ccccc12)Nc1ccc(C(F)(F)F)cc1	?
O=C(c1ccc(Cl)cc1)C(CN1CCCCC1)c1ccccc1 (stereo not given)	?
O=C(Cc1ccc2ccccc2c1)Nc1cccc2ncccc12	18%
NC1=NC(=Nc2cccc(S(N)(=O)=O)c2)c2ccccc21	32%
CN(C)CC(=O)N1Cc2ccccc2CC2(CCCCN2C)C1 (stereo not given)	15%[149 µM]
COc1ccc(OC)c(CNC(=O)c2ccc3c(c2)c(C)c(C)n3C)c1	?
CCOC(=O)C1=CN(CC(=O)Nc2ccc(OC)cc2)S(=O)(=O)N=C1C	-12%
COc1ccccc1CN1CCC(O)(c2csc(CN3CCN(c4ccccn4)CC3)n2)CC1	-20%
COc1ccc(CCNC(=O)CN2C(=O)COc3ccc(S(=O)(=O)N4CCCC4)cc32)c(OC)c1	1%
Cc1ccc(Nc2c(-c3ccccn3)nc3ccc(C)cn23)cc1	?
COc1ccc(-c2nc(SCC(=O)c3ccc(OC)c(Br)c3)n[nH]2)cc1	-28%
O=C(NCc1coc(-c2cccs2)n1)c1ccc(C(F)(F)F)cc1	0%
COc1ccc(CC(=O)N/N=C(\C)c2cccc(NC(=O)C3CC3)c2)cc1	-14%
Cc1cccc(NC(=O)c2cc(S(=O)(=O)NCCc3ccccc3)ccc2F)c1C	-6%
Cc1ccn(CCC(=O)N2C[C@@H](C(=O)O)[C@H](c3ccccc3C)C2)n1	2%
CCCN1CCN(C2=NC(Cc3ccccc3)C(=O)N2c2ccccc2OC)CC1 (stereo not given)	-17%
CCCCC1CN(c2cccc(-c3ccccc3)c2)C(=O)CN1C(=O)c1ncoc1C (stereo not given)	-17%
COCc1noc([C@@H]2CN(C(=O)C3(C)CCCCC3)C[C@H]2CO)n1	1%
CN1C(=O)CCCCC1C(=O)NC1CCCC1 (stereo not given)	-12%
CCCC(C)c1nnc(NC(=O)COc2ccc3c(c2)OCO3)s1 (stereo not given)	-8%
O=c1n(-c2ccc(Cl)cc2)nc2n1CCN(Cc1ccccc1)C2	-10%[149 µM]
NC(=O)[C@@H]1C[C@H](Oc2cccnc2)CN1C(=O)CN1CCCCCC1	-27%
O=C1CCN(Cc2ccc(C(F)(F)F)cc2)CCCOCCN1	2%
COc1cccc(C(=O)N2C3CCCC2CC(=O)C3)c1	-21%[86.2 µM]
CC1=C(C)CC(C(=O)Nc2ccc3c(c2)CCC3)C(C(=O)O)C1 (stereo not given)	-9%
O=C(NCCN1Cc2ccccc2OC(c2ccccc2F)C1)c1ccncc1 (stereo not given)	13%
Cc1ccc(NC(=O)C(C)Sc2ccccc2)c(C)c1 (stereo not given)	5%
Cc1ccc(CN2CCN(CC(=O)NCc3ccccc3Cl)C2=O)cc1	0%
CCc1ccc(N2CC(C)Cn3c2nc2c3c(=O)n(CC(=O)O)c(=O)n2C)cc1 (stereo not given)	?
CN(C(=O)c1ccc(Cl)nc1)C1CCCc2ccccc21 (stereo not given)	19%[86.2 µM]
CCOc1ccc(NC(=O)COc2ccccc2)c2cccnc12	17%
CN(C)C(=O)CCc1c(-c2ccc(F)cc2)[nH]c2ccc(F)cc12	?
COC1C(=O)N(C2CCN(S(=O)(=O)c3cccs3)CC2)C12CCOCC2 (stereo not given)	24%
OC[C@@H]1CNC[C@H]1C1CCN(Cc2ccc(Br)cc2F)CC1	-4%
CC[C@H]1CN(S(=O)(=O)c2ccccc2)CC[C@H]1CC(=O)NCCOC	-15%[86.2 µM]
COc1cccc(CNc2sc3c(c2C(=O)Nc2ccc(OC)cc2OC)CCC3)c1	?
CN(Cc1ccc(OC(F)(F)F)cc1)Cc1cccn1C	-13%[86.2 µM]
O=C1NCCCCCN(Cc2cccnc2)[C@@H]2CN(Cc3cccc(F)c3)CC[C@@H]12	?
CCOC(=O)c1c(NC(C)=O)c2c3c(sc2n1Cc1nc(-c2cccc(C)c2)oc1C)CCCC3	-11%
O=C1NCCCCCCN(Cc2ccncc2)[C@@H]2CN(Cc3cccnc3)CC[C@H]12	?
CCCCNC(=O)CCC(=O)NNc1nc2ccccc2c2nc(C)nn12	-9%
CN1C[C@H](NCc2cccc(Cl)c2)CCC[C@@H](C(=O)NC2CC2)CC1=O	5%[86.2 µM]
Cc1nc(NCc2ccco2)sc1C(=O)NC1CC1	12%

Another view of part of the listing above.
> COc1ccc(OC)c(CNC(=O)c2ccc3c(c2)c(C)c(C)n3C)c1
  KDM5B inhibitor: ?
> CCOC(=O)C1=CN(CC(=O)Nc2ccc(OC)cc2)S(=O)(=O)N=C1C
  KDM5B inhibitor: -12%

Going on with the list:
SMILES	KDM5B inhibitor
COc1ccc(C(=O)N2CCn3c(nnc3-c3ccc(Cl)cc3)C2)cc1	7%[115 µM]
CC(C)(C)c1ccc(C(=O)N2CCOCC(O)(CN3CCCC3)C2)cc1 (stereo not given)	-16%
Cc1cc(C(=O)OCC(=O)N(C)c2ccccc2)c2ccccc2n1	-18%
O=C(c1ccc(OCc2cn3ccccc3n2)cc1)N1CCN(C(=O)c2cccs2)CC1	50%[activator]
COC(=O)CNC(=O)CSCc1ccccc1	14%
CCN(c1ccccc1)S(=O)(=O)c1ccc(NC(=O)c2nc(SC)ncc2Cl)cc1	?
O=S(=O)(Nc1nc2ccccc2nc1Nc1ccccc1)c1ccc(Cl)s1	21%
